High-throughput results: PubChem, National Center for Advancing Translational Sciences (NCATS)
SW480 rerep: A quantitative high throughput screen for small molecules that induce DNA re-replication in SW480 colon adenocarcinoma cells. SW480 DNA re-replication, Hoechst DNA content imaging, 48 h. Potency, µM (highest dose often 46.1 µM), without a hit: at the top dose re-replication activation, hits mostly activators. 1.8% of 340,000 active. AID 624297, 2012; note: potency is the fitted concentration of half-maximal effect; % of control where 0% means no effect; nearly all actives have a fitted effect of over 55% in size
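250 cells/well; 23 nL cpd via pin tool; 48 hr, 37 C, 5% CO2; Hoechst 40 min; imager read of total nuclear intensity, ex 405/em 500-530 nm.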
HT1080 IDH1KD tx: qHTS for induction of synthetic lethality in tumor cells producing 2HG: qHTS for the HT-1080-IDH1KD cell line; HT-1080 IDH1 knockdown viability, ATP luminescence, 48 h; Potency, µM (series often up to 46.1 µM), without a hit: top-dose activity, negative = toxicity, actives largely listed as cytotoxic; 2% of 360,000 active;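 note: potency is the fitted concentration of half-maximal effect; 0% = DMSO wells and -100% = cell-free medium wells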
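In this qHTS, HT-1080 cells depleted of IDH1 are exposed for 48 h at 37 °C to compound titrations. Toxicity is scored from CellTiter-Glo luminescence, with DMSO as full viability and medium alone as none.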
IL1B secr inh: qHTS for Inhibitors of Inflammasome Signaling: IL-1-beta AlphaLISA Primary Screen | THP-1 LPS/ATP IL-1B secretion, AlphaLISA, 16 h; hits give low values | activity change, % at 57.5 µM | 4.7% of 360,000 active; in the data active = activity change below about -50%; inconclusive = mostly about -30% to -49%; note: % is set by controls: 0 for no effect and ±100 for the full control effect
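THP-1 cells pretreated 1 hr with compounds (up to 57.5 uM final), then stimulated with LPS (250 ng/mL final) plus ATP (1.25 mM final); secreted IL-1B measured by AlphaLISA after 16 hr, decreased signal indicating inhibition.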
GLP1R ag: qHTS of GLP-1 Receptor Agonists. Glucagon-like peptide 1 receptor (Homo sapiens), P43220. HEK293 GLP-1R CRE-luciferase, luminescence, 4-6 h; cells express a hypersensitive GLP-1R form. 0.007% of 380,000 active. Potency, µM (series often up to 45.6 µM), for the others: at the top dose activation, actives largely listed as activators; note: potency is the fitted concentration of half-maximal effect; % of control where 0% means no effect
Target sequence (P43220 whole entry, looked up): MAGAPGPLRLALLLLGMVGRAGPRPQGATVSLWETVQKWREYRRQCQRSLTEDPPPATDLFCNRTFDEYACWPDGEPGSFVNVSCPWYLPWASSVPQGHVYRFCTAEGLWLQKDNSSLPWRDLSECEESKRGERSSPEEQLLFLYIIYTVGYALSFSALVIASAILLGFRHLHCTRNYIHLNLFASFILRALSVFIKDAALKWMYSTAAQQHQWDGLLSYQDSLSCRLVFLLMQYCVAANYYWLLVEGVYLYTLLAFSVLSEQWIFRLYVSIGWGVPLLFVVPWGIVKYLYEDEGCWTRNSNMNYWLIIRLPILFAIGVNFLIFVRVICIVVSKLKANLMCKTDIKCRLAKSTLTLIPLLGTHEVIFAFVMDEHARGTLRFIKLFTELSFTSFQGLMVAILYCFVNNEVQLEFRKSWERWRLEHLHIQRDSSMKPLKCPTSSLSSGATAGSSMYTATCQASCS
D3 ag: qHTS of D3 Dopamine Receptor Agonist: qHTS. D3R DiscoveRx beta-arrestin cells, luminescence, 90 min. 0.58% of 410,000 active. D(3) dopamine receptor (Homo sapiens), P35462. max activation, %. AID 652048, 2013; in the data active = max activation above about 30%; note: 0% is about no effect; mostly tested at two doses, the higher about 12 µM
Target sequence (P35462 whole entry, looked up): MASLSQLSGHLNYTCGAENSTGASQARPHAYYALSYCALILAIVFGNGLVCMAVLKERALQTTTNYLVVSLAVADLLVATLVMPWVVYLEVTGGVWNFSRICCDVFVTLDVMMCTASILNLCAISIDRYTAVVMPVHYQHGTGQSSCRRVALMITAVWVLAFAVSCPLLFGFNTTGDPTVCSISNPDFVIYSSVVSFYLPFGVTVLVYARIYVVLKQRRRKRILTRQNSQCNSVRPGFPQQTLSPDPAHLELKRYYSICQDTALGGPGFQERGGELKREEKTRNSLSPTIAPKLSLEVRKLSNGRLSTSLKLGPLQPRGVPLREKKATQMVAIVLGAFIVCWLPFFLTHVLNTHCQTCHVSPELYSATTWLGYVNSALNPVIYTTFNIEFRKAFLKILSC
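Agonist mode: compounds and dopamine controls were applied to plated cells for 90 min at 37 degrees C after an overnight attachment at 1500 cells/well. Luminescent read-out followed 30 - 60 minutes at room temperature with DiscoveRx detection reagent.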
HT1080NT lethal: qHTS for induction of synthetic lethality in tumor cells producing 2HG: qHTS for the HT-1080-NT fibrosarcoma cell line. 1.6% of 360,000 active. Potency, µM (top dose mostly 46.1 µM), for inactives: at the highest dose activity, negative = less viability, hits mostly cytotoxic. AID 686970, 2013. HT-1080-NT fibrosarcoma viability, CellTiter-Glo ATP luminescence, 48 h;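 note: NT is the 2HG producing partner of a matched IDH1 knockdown line; potency is the fitted concentration of half-maximal effect; 0% = DMSO-treated cells and -100% = media-only wells without cells; nearly all actives have a fitted effect of over 55% in size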
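750 cells/well, RPMI + 5% FBS; 2 h settle, compound pin-transfer, 48 h at 37 degrees C. CellTiter-Glo 10 min RT, luminescence. Normalized to DMSO and media-only wells.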
KB-V1 MDR tox: qHTS assay for MDR1-selective chemotherapeutics: Primary screen using the drug-selected MDR subline cells KB-V1; Potency, µM (highest dose often 46.1 µM), without a hit: at the highest dose activity change, negative = cytotoxicity, most hits filed as cytotoxic; 3.4% of 400,000 active; KB-V1 MDR cells viability, CellTiter-Glo, 72 h; AID 1347076, 2019; note: potency is the fitted concentration of half-maximal effect; % is set by controls: 0 for no effect and ±100 for the full control effect; nearly all actives have a fitted effect of over 60% in size
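KB-V1 MDR subline cells in DMEM (phenol-red free, 10% FBS) exposed to compounds in qHTS concentration series for 72 h at 37 degrees C. Viability read by CellTiter-Glo luminescence; concentration-effect curves fitted after normalization and correction.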
DRD3 antagonist: qHTS of D3 Dopamine Receptor Antagonist: qHTS. D(3) dopamine receptor (Homo sapiens), P35462. D3R cells, DiscoveRx beta-arrestin luminescence, antagonist mode; hits give low values. max response, negative = inhibition, %. 2.5% of 360,000 active. AID 652054, 2013; in the data active = max response below about -50%; inconclusive = no clear call, values can overlap the other calls; note: % is set by controls: 0 for no effect and ±100 for the full control effect; mostly tested at two doses, the higher about 12 µM
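Cells plated overnight at 1500 cells/well, then exposed to library compounds with dopamine controls for 90 minutes at 37 degrees C. DiscoveRx reagent added for 30–60 minutes at room temperature; luminescence read, quantitative HTS format.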
KB-3-1 cytotox: qHTS assay for MDR1-selective chemotherapeutics: Primary screen using the parental adenocarcinoma cell KB-3-1; KB-3-1 viability, CellTiter-Glo ATP luminescence, 72 h; Potency, µM (series often up to 46.1 µM), without a hit: at the highest dose activity change, negative = cytotoxic, usual class: cytotoxic; 1.4% of 400,000 active; note: potency is the fitted concentration of half-maximal effect; % is set by controls: 0 for no effect and ±100 for the full control effect; nearly all actives have a fitted effect of over 60% in size
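KB-3-1 cells, DMEM (no phenol red) + 10% FBS; compound by pin transfer, 72 h, 37 °C. Readout: CellTiter-Glo luminescence after 10 min. Data normalized, curve-fitted.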
* = called active by the depositor; u = inconclusive; x = not tested or not shown; & = joins results of further samples; ! = a repeat was not active; [ ] = remark or other dose. Unless noted, calls come from the whole dose curve; as a rule, active = well fitted curve in the direction sought with a large enough effect; inconclusive = small, poorly fitted or top-dose-only effect, or another doubt; inactive = no such curve, though single readings can be large; an effect the other way counts as inactive or inconclusive.

SMILES	SW480 rerep	HT1080 IDH1KD tx	IL1B secr inh	GLP1R ag	D3 ag	HT1080NT lethal	KB-V1 MDR tox	DRD3 antagonist	KB-3-1 cytotox
COc1cc(S(=O)(=O)N2CCOCC2)ccc1NC(=O)COC(=O)C12CC3CC(CC(C3)C1)C2	-6%	6%	5	-10%	-9	7%	4%	-4	1%
O=C(O)c1ccc(/C=N/N2CCN(Cc3cccc4ccccc34)CC2)cc1	15%	6%	0	4%	0	u	-4%	-12	0%
CCCCCn1c(=O)[nH]c2cc(C(=O)Nc3ccc(F)cc3)ccc2c1=O	x	x	x	1%	7	x	-5%	x	-2%
O=C(NCCc1ccccc1)C1CCN(S(=O)(=O)c2cccc3nsnc23)CC1	-1%	9%	11	-5%	1	8%	-5%	-20	27%
CCOC(=O)CNC(=O)CSc1nnc(NC(=O)c2ccc(S(=O)(=O)N3CCOCC3)cc2)s1	-8%	11%	-4	-8%	-9	3%	16%	-2	-7%
COc1ccc(OC)c(CCNC(=O)C2CCN(c3ncnc4c3nc3n4CCCCC3)CC2)c1	2%	10%	12	-3%	-6&-4	15%	-3%	14	-14%
CCOC(=O)N1CCN(Cc2cn[nH]c2-c2cc3ccccc3o2)CC1	-2%	-5%	u	0%	-3	-2%	1%	-5	3%
CCOc1ccc(C(=O)NNC(=O)CCNC(=O)c2ccco2)cc1OC	u	5%	4	11%	10	1%	-2%	22	10%
CN(C)C(=O)c1cccc(-c2cnc3c(NC=O)cc(-c4cccc(C(F)(F)F)c4)cn23)c1	x	18µM*	0	13%	16	23µM*	u	51	-2%
COc1ccc2c(c1)CCc1c(C(=O)NCCN3CCOCC3)noc1-2	2%	-22%	0	5%	-20	-2%	12µM*	-25	3%
Cc1c(/C=N/NC(=O)c2ccc(Br)o2)cnn1C	-13%	13%	20	9%	-6	4%	3%	7	2%
COc1ccc(C2C3=C(CC(C)(C)CC3=O)Oc3ncn(CCCn4ccnc4)c(=N)c32)cc1 (configuration not stated)	u	-13%	u	5%	-5	-6%	-17%	-16	2%
CC(C)(C)NC(=O)/C(=C/c1cccnc1)NC(=O)c1ccco1	0%	16%	22	-7%	3	7%	11%	5	3%
Cc1ccc(S(=O)(=O)NCc2ccc(/C=C(/C#N)C(=O)NCc3ccccc3)o2)cc1	-1%	-5%	-8	-3%	1	-3%	-1%	-1	9%
Cc1ccsc1C(=O)N1CCC1(C)C(=O)NCc1cccc2ccccc12 (configuration not stated)	x	-16%	-15	12%	-3	-5%	2%	-11	0%
Cn1c(=O)c2c(nc(CN3CCc4ccccc4C3)n2Cc2ccccc2F)n(C)c1=O	u	-2%	-63*	-2%	0	-1%	u	23	u
COc1ccc(Cl)c(-c2cc(C(=O)Nc3ccc(C)c(NS(C)(=O)=O)c3)[nH]n2)c1	x	u	-30	-2%	-13	-15%	-18%	-17	0%
CCCCNc1c2c(nc3c(-c4ccccc4)c(C)nn13)CCC2	-15%	-5%	-26	23%	-31	7%	23µM*	-5	-1%
O=C(O)c1ccc(-c2ncc[nH]2)cc1	0%	-6%	13	-1%	2	11%	-17%	8	-1%
Cc1n[nH]c(C)c1S(=O)(=O)N1CCCC(C(=O)N2CCc3ccccc32)C1 (configuration not stated)	-1%	-5%	37	-5%	-1	0%	-5%	3	9%
COc1ccc(S(=O)(=O)NCCc2sc(-c3cccnc3)nc2C)cc1	x	x	x	-1%	2	x	u	x	12%
CC(C)Cc1nnc(NC(=O)Cc2ccc([N+](=O)[O-])cc2)s1	0%	0%	6	-2%	4	-3%	-16%	-5	u
CN(CC(=O)NCC(c1ccco1)N1CCCCC1)S(=O)(=O)c1ccc(Cl)cc1 (configuration not stated)	-3%	-14%	-7	15%	-3	-1%	-29%	-4	-1%
O=S(=O)(Nn1cnnc1)c1ccccc1Cl	0%	14%	8	-3%	2	17%	0%	-2	-5%
O=C(NCc1cccnc1)C1CCN(S(=O)(=O)c2cc(Cl)ccc2Cl)CC1	-5%	-11%	37	18%	5	-9%	-9%	2	-28%
O=C(COc1ccc2ccccc2c1)Nc1ccc(Cc2ccncc2)cc1	-4%	-10%	18	6%	-9	-19%	u	-16	u
CCn1cc(C(=O)NCCc2ccc(OC)c(OC)c2)c(=O)c2cc(S(=O)(=O)N3CCc4ccccc4C3)ccc21	x	x	x	5%	-13	x	-2%	x	-1%
COc1ccc(CN2CCN(c3nc4ccccc4s3)CC2)cc1	-2%	17%	18	6%	-34	24%	-2%	u	-18%
CC(C)(C)c1ccccc1NC(=S)NC1CCCCC1	5%	-1%	2	7%	-8	11%	u	-16	-11%
CN(CC(=O)Nc1ccc(Cl)cc1)C(=O)Cc1c(F)cccc1Cl	u	-11%	2	9%	-4	5%	8%	-2	9%
CCCn1c(SCC(=O)NCc2ccccc2)nnc1-c1ccncc1	-5%	-1%	2	-12%	-3	-4%	-3%	-2	3%
Cc1ccc(S(=O)(=O)Cc2ccc(C(=O)N3CCN(c4cccc(C)c4C)CC3)o2)cc1	2.6µM*	3.7µM*	66	13%	-5&4	u	2.9µM*!	4	-5%&0%
O=C(NCc1ccccc1)C(c1cccnc1)N(Cc1ccco1)C(=O)c1ccccn1 (configuration not stated)	-4%	-1%	-1	-6%	-1	1%	-3%	20	10%
Cc1nnc(SCC(=O)N(C)c2ccccc2)n1Cc1ccccc1	-6%	-2%	1	3%	-18	-1%	-6%	6	-1%
Cc1cc(NC(=O)c2ccc3sc([C@@H]4O[C@H](CO)[C@H](O)[C@H](O)[C@H]4O)nc3c2)n(C)n1	x	u	2	4%	3	22%	4%	4	18%
COc1cc(/C=N/Nc2nc3ccccc3[nH]2)ccc1O	1%	6%	-105*	0%	-6	10%	18µM*	-8	-2%
CCCC[C@@H]1CNC(=S)N1CCc1cccc(F)c1	4%	14%	-12	19%	-13	15%	-6%	-5	20%
COc1cccc(CNC(C)C(=O)Nc2ccc(S(=O)(=O)N3CCCC3)cc2)c1 (configuration not stated)	-23%	-9%	2	3%	1	1%	u	22	1%
CC1=NOC(=O)/C1=C/c1ccc(O)c(Br)c1	-3%	6%	-19	-1%	4	16%	13%	u	15%
Cc1scc(C(=O)NNC(=O)CCC(=O)O)c1C	-3%	2%	-9	4%	-1	7%	7%	-8	14%
COc1ccc(-c2ccc3c(c2)C2CC3CCN2C(=O)OCc2ccccc2)cc1 (configuration not stated)	u	-27%	29	14%	-6	-11%	u	9	u
CC(C)NC(=O)N1c2ccccc2Sc2ccccc21	u	u	-6	5%	2	u	u	-22	u
Cc1[nH]c2ccccc2c1Cc1n[nH]c(=S)n1C	-6%	2%	-2	-2%	-4	-17%	-4%	-27	-3%
COc1ccc(CCNC2CC(=O)N(CCc3ccccc3)C2=O)cc1OC (configuration not stated)	-10%	3%	-1	-10%	-6	2%	0%	18	0%
O=C(Cc1cccs1)NCCN1CCOCC1	-10%	14%	-6	-2%	-6	12%	10%	0	-1%
CC(C1CC1)N(Cc1ccccc1)C(=S)Nc1cccc(C(F)(F)F)c1 (configuration not stated)	-5%	-2%	-4	1%	5	-3%	4%	-22	-3%
COC(=O)c1ccccc1NC(=O)CSc1ncn[nH]1	-16%	3%	6	-1%	-2	0%	7%	-16	4%
Cc1ccc(NC(=O)CN2C(=O)CC(c3ccco3)Sc3ccccc32)cc1Cl (configuration not stated)	x	x	x	-2%	1	x	-30%	x	11%
COc1ccc(CSc2nnc(C)n2N)cc1	-6%	12%	20	-10%	4	19%	0%	43	17%
c1ccc(CSc2ncnc3c2cnn3Cc2ccccc2)cc1	-20%	-7%	-5	4%	1	-2%	0%	u	-13%

Other structures:
SMILES	SW480 rerep	HT1080 IDH1KD tx	IL1B secr inh	GLP1R ag	D3 ag	HT1080NT lethal	KB-V1 MDR tox	DRD3 antagonist	KB-3-1 cytotox
CCOC(=O)N1CCN(S(=O)(=O)N2CCCC(C(=O)NCCc3ccc(OCC)c(OCC)c3)C2)CC1 (configuration not stated)	-16%	2%	7	-2%	3	-2%	-5%	14	9%
CC(=O)N1CCN(Cc2nc3scc(-c4ccccc4)c3c(=O)[nH]2)CC1	-6%	15%	21	-16%	-2	13%	12%	-10	-5%
CCOC(=O)C1CCN(C(=O)C(=O)c2cn(CC(=O)N3CCCCCC3)c3ccccc23)CC1	21%	-3%	8	3%	2	-3%	-2%	2	u
O=C1CCCC/C1=C\Nc1ccc(S(=O)(=O)Nc2cnc3ccccc3n2)cc1	0%	6%	7	-5%	1	10%	-10%	-5	-7%
C[C@H]1CN([C@@H](C)CO)C(=O)c2cc(Br)cnc2O[C@@H]1CN(C)C(=O)Nc1ccc(C(F)(F)F)cc1	x	-4%	4	-2%	-8	-12%	2%	u	0%
COCCN(C(=O)COC(=O)CCC1CCCC1)c1c(N)n(Cc2ccccc2)c(=O)[nH]c1=O	-119%[inhibitor]	9%	2	7%	6	16%	22%	0	18%

In a second layout: results already given
Structure | SW480 rerep | HT1080 IDH1KD tx | IL1B secr inh | GLP1R ag | D3 ag | HT1080NT lethal | KB-V1 MDR tox | DRD3 antagonist | KB-3-1 cytotox
C[C@H]1CN([C@@H](C)CO)C(=O)c2cc(Br)cnc2O[C@@H]1CN(C)C(=O)Nc1ccc(C(F)(F)F)cc1 | x | -4% | 4 | -2% | -8 | -12% | 2% | u | 0%
CCOC(=O)N1CCN(S(=O)(=O)N2CCCC(C(=O)NCCc3ccc(OCC)c(OCC)c3)C2)CC1 (configuration not stated) | -16% | 2% | 7 | -2% | 3 | -2% | -5% | 14 | 9%
